GAA glycogen mod: inhibitors or activators of human alpha-glucosidase glycogen cleavage. P10253. recombinant GAA, glycogen substrate, Amplex Red glucose oxidase fluorescence. Potency, µM (series often up to 76.4 µM), for inactives: at the top dose activity change, negative = inhibition, actives largely listed as inhibitors. 300,000 tested, 0.38% active. AID 2100; active = well fitted inhibition curve with a large enough effect; inconclusive = small, poorly fitted or top-dose-only effect, or another doubt; inactive = no such curve, though single readings can be large or run the other way;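 note: 0% = full enzyme reaction and -100% = no-enzyme basal signal; the screen sought inhibitors and activators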
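Recombinant enzyme (4 nM final) with compounds titrated up to 77 uM and bovine liver glycogen (30 ug) in citrate pH 5.0, 0.01% Tween-20, 37 C 40 min. Released glucose detected by Amplex Red/glucose oxidase (Ex 573/Em 610); AC50 from Hill fits.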
Starred values were filed as active, the others as inactive; ? = inconclusive; & = joins results of further samples; [ ] = dose if it differs, or a comment. Potency is the fitted concentration of half-maximal effect. Not all compounds are listed; rates above refer to the full screens.

SMILES | GAA glycogen mod
Cc1cc(C)nc(OC(C(=O)O)C(OCC(C)C)(c2ccccc2)c2ccccc2)n1 (stereo not drawn) | -2%[76.3 µM]
CC(=O)N1CCc2cc(S(=O)(=O)NC(CC(C)C)C(=O)NCc3ccccc3Cl)ccc21 (stereo not drawn) | 15%[76.3 µM]
CCOc1ccc(CNC(=O)C2CCN(c3nn4c(=O)cc(C)nc4s3)CC2)cc1 | -3%[76.3 µM]
CS(=O)(=O)N1CCN(Cc2cc(=O)n3ccsc3n2)CC1 | -8%[76.3 µM]
COc1ccc(-n2c(CC3C(=O)Nc4ccc(C)cc43)nc3ccccc3c2=O)cc1 (stereo not drawn) | 8%[76.3 µM]
CNC(=O)c1cc2c(n(-c3ccc(C)cc3)c1=O)CC(C)(C)CC2=O | -3%[76.3 µM]
CCOC(=O)c1ccc(NC(=O)C2CC(=O)N(c3ccc(C(C)C)cc3)C2)cc1 (stereo not drawn) | -7%[76.3 µM]
CCc1ccc(/C=C2/SC(=S)N(CCC(=O)NCCCN3CCOCC3)C2=O)cc1 | -8%[76.3 µM]
CCOC(=O)C/C(=N\Nc1ncnc2ccccc12)c1ccccc1 | ?
COc1cc2c(cc1OC)[C@@H](Cc1ccc(OCCC#N)cc1)N(C)CC2 | -3%
COc1ccc(OCC(=O)Nc2ccc(S(=O)(=O)N3CCCCC3)cc2)cc1 | 4%
CCN1C(=NCC2CC2)N[C@@H](c2cccc(C(F)(F)F)c2)C(C(=O)OC)=C1C | -16%&18%[76.3 µM]
Cc1ccc(C(=O)Nc2nnc(S(=O)(=O)N3c4ccccc4CC3C)s2)cc1 (stereo not drawn) | 9%[76.3 µM]
Cc1c(Cc2ccccc2)c(=O)oc2cc(OCC(=O)N[C@@H](Cc3ccccc3)C(=O)O)ccc12 | -5%[76.3 µM]
CC(C(=O)Nc1ccc(F)c(Cl)c1)N1Cc2ccccc2C1=O (stereo not drawn) | -11%[76.3 µM]
c1ccc(Cc2c[nH]c3ccccc23)cc1 | 4%[76.3 µM]
Cc1cc(=O)n2nc(N3CCC(C(=O)NCC(C)c4ccccc4)CC3)sc2n1 (stereo not drawn) | 1%[76.3 µM]
CCOc1ccc(N2CC(C(=O)NCCc3c[nH]c4ccc(C)cc34)CC2=O)cc1 (stereo not drawn) | 5%[76.3 µM]
Cc1cc(N2C(=O)C(O)=C(C(=O)c3cc4ccccc4o3)C2c2ccc(Cl)cc2)no1 (stereo not drawn) | 6%[76.3 µM]
CCN(CC)CCNC(=O)c1ccc(NC(=O)c2cc(-c3ccco3)nc3ccccc23)cc1 | -11%[76.3 µM]
CC1(C)c2[nH]c3ccccc3c2C[C@H]2C(=O)N(CCCO)CC(=O)N21 | 1%
COc1ccc(N2CC3=C(C2=O)C(c2ccc(Br)cc2)NC(=O)N3C)cc1 (stereo not drawn) | -8%[76.3 µM]
O=C(O)CC1(CC(=O)Nc2cccc(C(=O)O)c2)CCCC1 | -1%
Cc1ccc(C2N3CC4(C)CN2CC(c2ccccc2)(C3)C4=O)cc1 (stereo not drawn) | -1%[76.3 µM]
COc1ccc(S(=O)(=O)N2CCOC2CNC(=O)C(=O)NCCCN2CCOCC2)cc1 (stereo not drawn) | -10%[76.3 µM]
COc1ccc(C(=O)Nc2ccc(NC(=O)C3CC3)cn2)cc1 | 8%[76.3 µM]
Cc1ccc2oc(C(=O)Nc3sc4c(c3C(=O)NCc3cccnc3)CCCC4)cc(=O)c2c1 | 0%[76.3 µM]
COc1ccc(OC)c(NC(=O)c2nc(S(=O)(=O)Cc3ccccc3)ncc2Cl)c1 | -14%[76.3 µM]
Cc1ccccc1CN1CCCC(C(=O)N2CCCCC2)C1 (stereo not drawn) | 4%
COc1ccc(/C=C(\NC(=O)c2ccc(OC)cc2)C(=O)Nc2ccc(C(=O)O)cc2)cc1 | 0%
COc1ccc(Cn2c(C(=O)O)c(CNCCc3ccco3)c3ccc(OC)cc32)cc1 | -10%[76.3 µM]
COc1ccc(N(Cc2ccccc2)C(=O)c2nc(SC)ncc2Cl)cc1 | -9%[76.3 µM]
CC(=O)c1cccc(NC(=O)N2CCCC2C(=O)NC2CCCC2)c1 (stereo not drawn) | 13%
Cc1ccc(Cn2c(SCc3ccc(C(=O)NC4CCCCC4)cc3)nc3ccncc32)cc1 | 0%[76.3 µM]
O=C(Nc1nncs1)C12CC3CC(CC(C3)C1)C2 | -4%
CN(Cc1cccc(Cl)c1Cl)CC(O)COc1ccccc1 (stereo not drawn) | 3%
COc1ccc(CCNC(=O)c2ccc3c(c2)sc2nc(-c4ccccc4)cn23)cc1OC | -3%[76.3 µM]
O=C(CN1CCN(c2ccccn2)CC1)Nc1ccccc1F | -6%[76.3 µM]
N=c1c(C(=O)NC2CCCCC2)cc2c(=O)n3ccccc3nc2n1CC1CCCO1 (stereo not drawn) | -2%
CCCN(CCC)S(=O)(=O)c1ccc(C(=O)N2CCN(C)CC2)cc1 | -10%[76.3 µM]

Brought forward from above: three entries; new compounds follow.
Structure	GAA glycogen mod
O=C(CN1CCN(c2ccccn2)CC1)Nc1ccccc1F	-6%[76.3 µM]
N=c1c(C(=O)NC2CCCCC2)cc2c(=O)n3ccccc3nc2n1CC1CCCO1 (stereo not drawn)	-2%
CCCN(CCC)S(=O)(=O)c1ccc(C(=O)N2CCN(C)CC2)cc1	-10%[76.3 µM]
O=S(=O)(c1ccc(OC(F)(F)F)cc1)N1CCCC(N2CCOCC2)C1 (stereo not drawn)	11%[76.3 µM]
Cc1nn(C(=O)CCC(=O)NCc2cccc(F)c2)c2ccccc12	-2%[76.3 µM]
Cc1cccc(C)c1NC(=O)CN(C1CCCCC1)S(C)(=O)=O	4%[76.3 µM]
COc1cccc(N2CCN(C3=NS(=O)(=O)C(c4ccc(C)cc4)=C3C)CC2)c1	10%[76.3 µM]
Cc1ccc(NC(=O)N2CC3CCCN3c3ccccc32)cc1C (stereo not drawn)	?
Cc1ccc(CC(=O)N2CCN(c3ccc([N+](=O)[O-])cc3)CC2)cc1	-4%[76.3 µM]
O=S(=O)(c1ccc(Br)cc1)N1CCN(Cc2ccco2)CC1	-2%[76.3 µM]
O=C(Cn1cnc([N+](=O)[O-])n1)c1ccccc1	9%[76.3 µM]
CCOc1cc(C(=O)Nc2ccc3oc(-c4ccc(CC)cc4)nc3c2)cc(OCC)c1OCC	-6%[76.3 µM]
COc1ccc(N2CCN(C(=O)c3ccc(Cn4nc(C)c([N+](=O)[O-])c4C)o3)CC2)cc1	-3%[76.3 µM]
N#C/C(=C/c1ccccc1OCc1ccc(F)cc1)c1ccc(C(=O)O)cc1	-1%[76.3 µM]
Cc1ccc(Cl)cc1NC(=O)c1sc(-n2nc(C)c(Cc3ccc4c(c3)OCO4)c2C)nc1C	-14%[76.3 µM]

Single values from the results shown:
N#C/C(=C/c1ccccc1OCc1ccc(F)cc1)c1ccc(C(=O)O)cc1 in GAA glycogen mod shows -1%[76.3 µM]
COc1ccc(N2CCN(C(=O)c3ccc(Cn4nc(C)c([N+](=O)[O-])c4C)o3)CC2)cc1 in GAA glycogen mod shows -3%[76.3 µM]
Cc1cccc(C)c1NC(=O)CN(C1CCCCC1)S(C)(=O)=O in GAA glycogen mod shows 4%[76.3 µM]
CCOc1cc(C(=O)Nc2ccc3oc(-c4ccc(CC)cc4)nc3c2)cc(OCC)c1OCC in GAA glycogen mod shows -6%[76.3 µM]
O=S(=O)(c1ccc(Br)cc1)N1CCN(Cc2ccco2)CC1 in GAA glycogen mod shows -2%[76.3 µM]
COc1cccc(N2CCN(C3=NS(=O)(=O)C(c4ccc(C)cc4)=C3C)CC2)c1 in GAA glycogen mod shows 10%[76.3 µM]
Cc1ccc(CC(=O)N2CCN(c3ccc([N+](=O)[O-])cc3)CC2)cc1 in GAA glycogen mod shows -4%[76.3 µM]

(listing goes on)
Structure	GAA glycogen mod
COc1ccc(C(=O)N/C(=C\c2ccccc2)C(=O)Nc2cccc(C(=O)O)c2)cc1	0%[76.3 µM]
CC1CCc2c(sc3nc(C(C)(C)C)nc(N4CCN(C(=O)CCl)CC4)c23)C1 (stereo not drawn)	-5%[76.3 µM]
CCc1ccc(NS(=O)(=O)c2c(C)nc3sc(CC)nn3c2=O)cc1	11%[76.3 µM]
O=[N+]([O-])c1cccc(OCCN2CCC(Cc3ccccc3)CC2)c1	-4%[76.3 µM]
CCOCCCN(C)C1CCN(C(=O)c2oc3ccccc3c2NC(=O)Cc2cccc([N+](=O)[O-])c2)CC1	-17%[76.3 µM]
Cc1ccc(NC(=O)CN2CCC(NC(=O)c3ccccc3F)CC2)cc1C	9%[76.3 µM]
CCS(=O)(=O)N1CC(=O)N(c2ccc(C)c(C)c2)C(C)(C(=O)NC2CCCCCC2)C1 (stereo not drawn)	-3%[76.3 µM]
COc1ccccc1NC(=O)c1c(C)nn(-c2ccccc2)c1Cl	-9%[76.3 µM]
CCCCNc1nnc(Cc2ccc(Cl)cc2)c(=O)[nH]1	-3%
CCCCc1ccc(NC(=O)Nc2cnccn2)cc1	-7%[76.3 µM]
CCOC(=O)C(Cc1ccccc1)NC(=O)CCc1nnc2ccc(N3CCOCC3)nn12 (stereo not drawn)	-1%[76.3 µM]
COc1ccc(O)c(CN2CCC(n3nccc3NC(=O)c3ccccc3Cl)CC2)c1	0%[76.3 µM]
CCOC(=O)C1CCN(c2c(C(=O)c3ccc(C)cc3)cnc3ccc(F)cc23)CC1	14%[76.3 µM]
Cc1cccc(N2C(=O)N3[C@@H]4c5ccccc5OC[C@@H]4[C@@H](c4ccccc4)[C@]3(C)C2=O)c1	16%[76.3 µM]
Cc1nc(N)nc(N/N=C/c2c(F)cccc2Cl)n1	-13%
Cc1cccc(NC(=O)CSc2nc3nc(C)cc(C)n3n2)c1	-2%
Cc1nn(-c2ccccc2)c(OC(=O)C(C)C)c1Sc1ccc(Cl)cc1	?
CCCCOc1cccc(C2C(C(=O)c3ccc(C)o3)=C(O)C(=O)N2c2nnc(C)s2)c1 (stereo not drawn)	-1%[76.3 µM]
CCN(CC)Cc1c(O)ccc2occ(C(=O)c3ccccc3)c12	6%[76.3 µM]
CSc1nc(NCCOC(C)=O)c(C#N)c(-c2ccc(C(C)(C)C)cc2)n1	10%[76.3 µM]
C=CCSc1nc2sc3c(c2c(=O)n1CC)CCC3	-9%[76.3 µM]
O=C(Nc1ccc(F)c(Cl)c1)N1CCN(C(=O)c2nsc3ccccc23)CC1	11%[76.3 µM]
Cc1ccc(C(=O)Nc2ccc(N3CCN(C)CC3)cc2)cc1C	4%[76.3 µM]
C=CCNc1nnc(SCC(=O)Nc2ccccc2OC)c2ccccc12	?
CCOC(=O)c1cnn(-c2cccc(Cl)c2)c1C1CCN(C(=O)OC(C)(C)C)CC1	7%[76.3 µM]
Cc1cccc(-c2nc(CSCC(=O)N3CCN(c4ccccc4)CC3)c(C)o2)c1	13%[76.3 µM]
CCOc1ccc(NC(=O)CSc2ccc(-c3sc(-c4ccccc4)nc3C)nn2)cc1	13%[76.3 µM]
CC1=NN(c2cccc(F)c2)C(=O)/C1=C/c1ccc(N(C)C)cc1	4%[76.3 µM]
Cc1c2cnn(CC(=O)NCC(C)c3ccccc3)c(=O)c2c(C)n1Cc1cccc(Cl)c1 (stereo not drawn)	-13%[76.3 µM]
CN(C)C(=O)Cn1cc(S(=O)(=O)Cc2ccccc2)c2ccccc21	-5%[76.3 µM]
Cc1ccc(NC(=O)CCC(=O)OC(C)C(=O)c2ccccc2)cc1 (stereo not drawn)	-1%
CS(=O)(=O)c1ccc(NS(=O)(=O)c2ccc3ccccc3c2)cc1	0%
O=C(NC(=O)c1ccccc1Cl)C(=O)Nc1ccc(Cl)cc1	-3%[76.3 µM]
O=C(Cc1ccccc1)Nc1sc2c(c1C(=O)Nc1ccc(Br)cc1)CCCC2	1%[76.3 µM]
Cc1n[nH]c(C)c1CCNC(=O)C1CCC(=O)N(Cc2ccccc2F)C1 (stereo not drawn)	-4%[76.3 µM]
CC(=O)Nc1ccc(S(=O)(=O)N(C)CC(=O)OCC(=O)N(C)c2ccccc2)cc1	-10%[76.3 µM]
CCOc1ccc2c(c1)C(C)=CC(C)(C)N2S(=O)(=O)c1ccc(F)cc1	-11%[76.3 µM]
CCn1cc(CN2CCC(n3nccc3NC(=O)C3CCCC3)CC2)cn1	-8%[76.3 µM]
C=CCNc1nc(Cl)nc(Nc2cc(Cl)ccc2OC)n1	0%[76.3 µM]
Cc1ccc2c(c1)-c1nc(-c3ccc4c(c3)NC(=O)CO4)cc(-c3ccc(F)cc3)c1CO2	13%[76.3 µM]
O=C(NCCCN1CCCC1)Nc1ccccc1[N+](=O)[O-]	9%
Cc1cc(C)cc(NC(=O)N2CCC3(CC2)Oc2ccccc2C(=O)N3Cc2ccccc2F)c1	3%[76.3 µM]
CS(=O)(=O)c1cccc(S(=O)(=O)N2CCN(c3ccccn3)CC2)c1	4%[76.3 µM]
FC(F)(F)c1cccc(-n2cc(-c3ccccc3)[nH]c2=S)c1	-23%
CC(C)[C@H](NC(=O)N1CCn2c1nc1ccccc12)C(=O)NCC1CCCO1 (stereo partly drawn)	-3%[76.3 µM]
Cc1c[n+](CC(=O)c2ccccc2)c(C)cn1	1%[76.3 µM]
CC(=O)Oc1cccc(C(=O)Nc2ccccc2NC(=O)c2cccc(OC(C)=O)c2)c1	5%
COc1ccc(S(=O)(=O)N2CCSCC2)cc1	2%[76.3 µM]
CCC(CC)C(=O)Nc1ccc2nc(SCc3ccccc3)sc2c1	-6%[76.3 µM]
COc1cccc(OC)c1C(=O)Nc1ccc2c(c1)CCCN2S(=O)(=O)c1ccc(C)cc1	3%[76.3 µM]
COc1ccc(CC(=O)NNC(=O)c2cc(C)[nH]n2)cc1	-5%[76.3 µM]
COC(=O)C(CCSC)NC(=O)C1CCN(c2ncnc3c2nc2n3CCCCC2)CC1 (stereo not drawn)	12%[76.3 µM]
Cc1ccc(C(C)NC(=S)NCc2ccc(F)cc2)cc1C (stereo not drawn)	-4%[76.3 µM]
CN1CCc2c(sc3c2C(=O)NC(c2ccc(OC(=O)c4ccc(Cl)cc4)cc2)N3)C1 (stereo not drawn)	?

Screening data from PubChem BioAssay.
